Screening data as filed in PubChem BioAssay.
IDE cell activ: IDE (human) activation, cell-based; activation, % at 5.96 µM; 340,000 tested, 0.073% active; AID 493087; HEK cells, FAbeta-B cleavage, fluorescence polarization; 0% vehicle, 100% cell-free pure enzyme wells;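 active = activation above the mean of all tested compounds plus 3 SD, set per screening campaign, cut at about 17% in these data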
MEKK3 PB1 HTS: MEKK3-MEK5 PB1 interaction, increase or decrease; 290,000 tested, 1.4% active; Q99759; bead-based flow cytometry, Alexa488-MEK5 binding to MEKK3; actives lie on both sides; 0 = blocked by unlabeled MEK5, 100 = vehicle; binding response (% of control), % at 10 µM;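 active = binding response more than 3 SD above or below the average of its plate-row segment, actives on both sides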;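 note: Alexa488 bead fluorescence after subtracting the streptavidin-only scavenger bead signal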
Target sequence (Q99759 whole entry, looked up): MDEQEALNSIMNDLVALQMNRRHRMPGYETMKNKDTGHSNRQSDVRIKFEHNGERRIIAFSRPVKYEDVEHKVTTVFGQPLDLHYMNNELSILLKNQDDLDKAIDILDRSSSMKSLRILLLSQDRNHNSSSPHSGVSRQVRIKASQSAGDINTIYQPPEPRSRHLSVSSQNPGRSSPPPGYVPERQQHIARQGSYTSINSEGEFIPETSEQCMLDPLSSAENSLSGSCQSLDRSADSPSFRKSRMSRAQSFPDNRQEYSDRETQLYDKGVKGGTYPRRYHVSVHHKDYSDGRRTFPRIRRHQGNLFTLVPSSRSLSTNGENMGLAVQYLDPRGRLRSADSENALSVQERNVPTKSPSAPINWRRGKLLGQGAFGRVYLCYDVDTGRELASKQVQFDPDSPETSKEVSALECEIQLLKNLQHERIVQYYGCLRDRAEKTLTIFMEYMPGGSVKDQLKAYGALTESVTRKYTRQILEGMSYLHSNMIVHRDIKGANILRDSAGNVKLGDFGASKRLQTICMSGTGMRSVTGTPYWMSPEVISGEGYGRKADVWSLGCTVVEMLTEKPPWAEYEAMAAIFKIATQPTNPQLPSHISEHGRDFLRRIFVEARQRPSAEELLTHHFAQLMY
MEKK2wt PB1 HTS: raises or lowers MEK5 binding to wildtype human MEKK2 PB1 domain. 290,000 tested, 1.1% active. bead flow cytometry, Alexa488-MEK5 binding to MEKK2 WT; actives lie on both sides. binding response (% of control), % at 10 µM; in the data active = binding response below about 67% or above about 130%
NALP1 yeast inh: NALP1 inhibition. inhibition, % at 10 µM. 280,000 tested, 0.61% active. AID 2071. S. cerevisiae NALP1/ASC/caspase-1 growth, X-gal OD620, 72 h; in the data active = inhibition mostly above about 24%, no sharp cut-off; inactive = mostly below about 32%; note: some compounds called inactive have numbers as strong as hits
pCIP destab: compounds decreasing mouse p/CIP protein stability; 290,000 tested, 0.01% active; AID 1984; Q05BA5; F442A p/CIP-EGFP cells, EGFP fluorescence, 16 h; decrease of EGFP signal, % at 10 µM;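 active = EGFP signal decrease of at least 30% at 10 µM or well 3 SD below plate mean, unless failing retest; inactive = the rest, including hits failing retest or dose response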; note: some compounds called inactive have numbers as strong as hits; many of its hits are not listed in these tables
MEKK2 mut-MEK5: signal of MEK5 binding to mutant human MEKK2 PB1 domain; bead flow cytometry, Alexa488-MEK5 binding to MEKK2 mutant; percent response, % at 10 µM; 290,000 tested, 0.35% active; AID 1530; in the data active = percent response above about 24%, passing the limit was not always enough; note: inactives centre near 1; some results filed as inactive read as strong as hits; reference of the scale not given here
IDE inh: inhibitors of human insulin-degrading enzyme in cells. P14735. HEK cells, FAbetaB cleavage, fluorescence polarization. inhibition, % at 5.59 µM. 320,000 tested, 0.41% active. AID 434962;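 active = percent inhibition above the average of all tested compounds plus 3 SD, set per screening campaign, cut at about 16% in these data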;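 note: IDE supplied by intact live HEK cells; FP after avidin binding of uncleaved biotin substrate so inhibition keeps polarization high; 0% = DMSO wells and 100% = 60 µM reference IDE inhibitor Ii1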
M18AAP inhibitor: PfM18AAP enzyme inhibition; inhibition, % at 7.35 µM; AID 1822; 290,000 tested, 1.2% active; recombinant PfM18AAP, H-Glu-NHMec fluorogenic cleavage;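 active = inhibition above the campaign mean inhibition over all tested compounds plus 3 SD, cut at about 28% in these data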;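 note: 0% = plate median of test compound wells and 100% = 2 mM ZnCl2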
UBC9 SUMO inh: blocks human SUMOylation mediated by UBC9. P63279. HTRF SUMOylation assay, SAE1/SAE2 + UBC9, in vitro. inhibition, % at 35 µM. 290,000 tested, 0.36% active. AID 2006; in the data active = inhibition above about 50%, passing the limit was not always enough; note: strong numbers were not always called active
Target sequence (P63279 whole entry, looked up): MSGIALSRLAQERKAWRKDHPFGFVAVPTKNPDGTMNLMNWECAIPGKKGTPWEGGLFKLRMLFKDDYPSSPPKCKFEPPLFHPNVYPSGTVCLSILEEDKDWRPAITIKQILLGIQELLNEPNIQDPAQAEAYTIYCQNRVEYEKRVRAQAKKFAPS
Starred values were filed as active, the others as inactive; nt = not tested or not shown. The list is partial, so the mix of outcomes need not match the whole.

IDE cell activ	MEKK3 PB1 HTS	MEKK2wt PB1 HTS	NALP1 yeast inh	pCIP destab	MEKK2 mut-MEK5	smiles	IDE inh	M18AAP inhibitor	UBC9 SUMO inh
2	103	104	14	-13	1	CC(C)NC(=O)NC(=O)COc1c(F)c(F)cc(F)c1F	-2	-8	2
6	109	109	1	-5	8	O=C(COc1ccccc1)Nc1ccc(S(=O)(=O)N2CCOCC2)cc1	3	3	-5
3	102	109	6	-18	5	O=C(c1ccc(S(=O)(=O)N2CCOCC2)cc1)N1CCN=C1SCc1cccnc1	-2	-1	17
5	102	91	5	3	-2	Cc1cc(C)cc(NC2=NCC(=O)N2Cc2ccccc2)c1	2	-9	23
5	109	107	-8	0	-2	Cn1c2ccccc2c(=O)c2c(O)cccc21	2	1	8
4	98	99	38	-11	7	Cc1ccc(-n2c(O)c(/C=C3/C(c4ccccc4)=Nc4ccccc43)c(=O)[nH]c2=O)cc1	3	-4	15
-6	103	103	8	3	4	Cc1ccc(SCc2ccc(C(=O)N3CCCC3)cc2)cc1	12	5	-6
5	102	103	-4	-5	8	COc1ccc2nc3oc(C(=O)NCCCOC(C)C)cc3cc2c1	3	1	36
5	103	97	-1	-14	-1	Cc1ccc(-c2cn3c(=O)cc(C)[nH]c3n2)cc1	-1	2	11
6	92	90	-3	-1	-5	COc1cccc(NC(=O)COC(=O)C2C3CC4OC(=O)C2C4C3)c1 (stereo not drawn)	3	8	20
6	101	101	7	-4	4	CN1C(=O)C(O)(C2CCCCCC2=O)c2ccccc21 (stereo not drawn)	-3	-6	10
-1	97	85	-3	-9	-26	CC(=O)OC1c2c(ccc3ccc(=O)oc23)OC(C)(C)C1OC(=O)CC(C)C (stereo not drawn)	6	5	13
-2	99	101	28	2	2	O=C(NNS(=O)(=O)c1ccc(F)cc1)c1ccc(S(=O)(=O)N2CCCCC2)cc1	4	14	-13
2	108	99	-5	-22	4	CC(C)(C)n1nnnc1C(c1cccs1)N(Cc1ccccc1)Cc1ccco1 (stereo not drawn)	2	11	0
1	101	102	15	-8	0	Cc1ccc(C(=O)NC2CC(C)(C)NC(C)(C)C2)c(C)c1	-2	-5	16
-2	103	96	-22	0	0	O=C(CCc1nnc(CCCCc2ccccc2)o1)NCCn1cccn1	-1	1	6
1	90	102	-2	5	-2	CCOC(=O)N/N=C(\C)c1cccs1	4	4	-3
4	99	97	2	-8	-1	NS(=O)(=O)c1ccc(NS(=O)(=O)c2ccc(C3CNC(=O)C3)cc2)cc1 (stereo not drawn)	5	4	-11
3	99	97	-16	7	3	COc1cc(C2C(C#N)=C(N)Oc3c2oc(CO)cc3=O)cc(OC)c1OC (stereo not drawn)	3	2	6
1	102	101	9	5	4	Nc1n[nH]c(-c2ccccc2)c1-c1ccccc1	-4	0	2
-4	90	96	5	4	-2	O=C(O)C(c1ccccc1)C(c1ccccc1)c1ccccc1 (stereo not drawn)	0	-8	-3
8	106	109	-6	0	7	CCCC(=O)NNC(=O)CCC(=O)NCc1ccccc1	3	-4	1
3	103	100	9	-1	7	COc1cccc(C2C(C(=O)c3sc(C)nc3C)=C(O)C(=O)N2CCN2CCOCC2)c1OC (stereo not drawn)	4	-10	-2
2	102	99	15	-21	7	COc1ccc(CCC(=O)NCc2cccc(C(F)(F)F)c2)cc1	-5	-4	16
1	98	95	-2	-10	0	O=C(NCc1ccccn1)C(=O)NCC1OCCN1C(=O)c1ccc(Cl)cc1 (stereo not drawn)	8	-6	4

3 entries out of the list above, sorted by the value under MEKK3 PB1 HTS, low to high:
compound,MEKK3 PB1 HTS
CCOC(=O)N/N=C(\C)c1cccs1,90
O=C(CCc1nnc(CCCCc2ccccc2)o1)NCCn1cccn1,103
O=C(COc1ccccc1)Nc1ccc(S(=O)(=O)N2CCOCC2)cc1,109

(list continues)
IDE cell activ	MEKK3 PB1 HTS	MEKK2wt PB1 HTS	NALP1 yeast inh	pCIP destab	MEKK2 mut-MEK5	smiles	IDE inh	M18AAP inhibitor	UBC9 SUMO inh
5	99	100	9	-5	6	CSc1ccccc1NS(=O)(=O)c1cccc2nonc12	8	-2	6
1	104	101	-10	-2	2	CCn1ccnc1[C@@H]1C[C@H]2CN(c3ccccc3OC)C(=O)[C@]23CCCN13	2	-16	22
3	97	93	-6	-10	-3	O=C(CN1CCCCCC1=O)OCc1ncc(-c2ccccc2)o1	2	-4	-8
-1	99	108	-36	7	4	CCC(C)NC(=O)c1c(F)c(F)c(F)c(F)c1F (stereo not drawn)	1	-4	8
-2	98	96	2	-12	0	O=C(NC1CCCCC1)c1cccnc1Sc1ccccc1Cl	-2	3	14
6	97	95	3	-8	0	CCOC(=O)C1(CCSC)NC(c2ccco2)C2C(=O)N(C)C(=O)C21 (stereo not drawn)	5	3	17
-4	109	116	27	-2	35	COc1ccc2c(c1OC)C(=O)N1N=C(c3ccc(Br)cc3)CC21 (stereo not drawn)	2	3	29
-7	nt	nt	7	-10	nt	CCOC(=O)c1cnc(Nc2nc3ccccc3o2)nc1CN1CCN(C)CC1	nt	61*	-6
4	104	106	10	-9	1	COc1ccc(OC)c(NC(=O)NC2CCCCCCC2)c1	nt	-12	14
-4	98	96	nt	4	-2	COC(=O)[C@H](CC(C)C)NC(=O)N1CCCCC1	-1	-1	12
3	100	99	nt	nt	3	COc1ccc(COC[C@H](C)[C@H](O)[C@@H](C)[C@H]2OC(=O)[C@@H]2C)cc1	0	nt	nt
3	103	105	-7	-1	2	CC(=O)N1CCN(c2cccc(C)c2C)CC1	1	-4	-17
2	107	107	16	-10	15	COc1ccc(CNC(=O)CNC(=O)c2ccc(Br)o2)cc1OC	1	0	17
3	97	101	8	18	3	CCN(CC)c1ccc(NC(=O)c2c(C)noc2C)cc1	0	-13	-10
4	83	86	9	-15	-5	COC(=O)c1cc2ccccc2c(-c2c(OC)c(C(=O)OC)cc3ccccc23)c1OC	-2	-11	19
2	109	109	22	-5	-1	Cc1ccc(NC(=O)C2CCCN(C(=O)c3ccc(Cl)cc3)C2)cc1 (stereo not drawn)	5	6	15
2	100	95	nt	nt	1	Cc1nc(-c2ccc(Cl)cc2)sc1C1(C)CC(c2ccc(Br)cc2)=NO1 (stereo not drawn)	-4	nt	nt
-1	117	173*	-10	-2	44	Cc1cc(N2CCN(C)CC2)nc2ccc(NC(=S)NCCCN3CCc4ccccc4C3)cc12	-4	-12	30
2	102	102	10	0	10	O=C(CCC(F)(F)F)N1CCCC(CO)(CCc2ccccc2)C1 (stereo not drawn)	3	-3	-6
-8	101	102	15	-14	2	O=C(N/C(=C/c1ccc(Cl)cc1)C(=O)N1CCCCC1)c1ccco1	0	-2	22
4	99	93	3	-14	-2	COc1ccc2cc(C)c3nnc(SCC(=O)Nc4nc(-c5ccccc5)cs4)n3c2c1	-2	3	-2
-2	101	101	-5	2	2	O=C(CN(CC1CCCO1)C(=O)CNS(=O)(=O)c1ccccc1)NCc1ccccc1 (stereo not drawn)	4	-7	-1
2	97	93	1	-8	-2	Cc1cc(C)nc(N/C(=N\S(=O)(=O)Cc2ccccc2)Nc2ccc(F)c(Cl)c2)n1	3	1	-2
-1	100	96	19	9	1	O=C1CCC(NC(=O)c2ccccc2)C(=O)N1 (stereo not drawn)	nt	2	2
5	101	98	12	6	-1	Cc1noc(C)c1COC(=O)COc1ccc(C#N)cc1	0	-13	13

Looked up by compound from the list above (2):
IDE cell activ	MEKK3 PB1 HTS	MEKK2wt PB1 HTS	NALP1 yeast inh	pCIP destab	MEKK2 mut-MEK5	smiles	IDE inh	M18AAP inhibitor	UBC9 SUMO inh
5	101	98	12	6	-1	Cc1noc(C)c1COC(=O)COc1ccc(C#N)cc1	0	-13	13
-4	109	116	27	-2	35	COc1ccc2c(c1OC)C(=O)N1N=C(c3ccc(Br)cc3)CC21 (stereo not drawn)	2	3	29

The listing picks up; the four compounds before the break are reprinted first.
IDE cell activ	MEKK3 PB1 HTS	MEKK2wt PB1 HTS	NALP1 yeast inh	pCIP destab	MEKK2 mut-MEK5	smiles	IDE inh	M18AAP inhibitor	UBC9 SUMO inh
-2	101	101	-5	2	2	O=C(CN(CC1CCCO1)C(=O)CNS(=O)(=O)c1ccccc1)NCc1ccccc1 (stereo not drawn)	4	-7	-1
2	97	93	1	-8	-2	Cc1cc(C)nc(N/C(=N\S(=O)(=O)Cc2ccccc2)Nc2ccc(F)c(Cl)c2)n1	3	1	-2
-1	100	96	19	9	1	O=C1CCC(NC(=O)c2ccccc2)C(=O)N1 (stereo not drawn)	nt	2	2
5	101	98	12	6	-1	Cc1noc(C)c1COC(=O)COc1ccc(C#N)cc1	0	-13	13
52*	108	106	-4	-137	5	O=C1c2cccc3c(O)ccc(c23)C(=O)N1c1ccc(Cl)cc1	-32	20	20
4	106	110	9	-8	5	CCOC(=O)c1ccc(NS(=O)(=O)c2ccc3c(c2)CCCN3C(C)=O)cc1	-2	8	-10
0	101	103	10	6	11	CCCCCCC(=O)NN1CCN(C)CC1	-1	-15	-1
-1	103	106	2	-17	14	COCC(C)NC(=O)c1nn(Cc2ccccc2)c(=O)c2ccccc12 (stereo not drawn)	1	0	6
1	106	105	25	4	-1	O=C(NCCc1nc2ccccc2[nH]1)/C(=C/c1ccc2c(c1)OCO2)NC(=O)c1ccc(Cl)cc1Cl	5	2	-5
4	107	110	nt	nt	9	CCCC(=O)N1CCCC(C(=O)c2cccc(OC(C)C)c2)C1 (stereo not drawn)	8	-4	nt
4	106	99	11	-18	4	c1ccc(N2CCCCC2)c(Nc2nc3ccccc3n3cnnc23)c1	-2	4	20
2	104	106	14	-5	4	Cc1cc(C(=O)NC(C)CCC(C)C)c2ccccc2n1 (stereo not drawn)	0	3	-5
-1	98	98	nt	nt	-2	OCCOCCn1c(C(CO)Nc2nc(-c3ccc(F)cc3)cs2)nc2ccccc21 (stereo not drawn)	-1	nt	nt
0	107	104	-4	8	1	O=C(NNC(=S)NC(=O)c1cccnc1)c1ccccc1	-1	19	-6
6	100	101	4	-4	-1	Cn1nc(C(C)(C)C)cc1C(=O)NN1CCOCC1	1	-6	20

Structures listed above shown as hits in M18AAP inhibitor:
IDE cell activ	MEKK3 PB1 HTS	MEKK2wt PB1 HTS	NALP1 yeast inh	pCIP destab	MEKK2 mut-MEK5	smiles	IDE inh	M18AAP inhibitor	UBC9 SUMO inh
-7	nt	nt	7	-10	nt	CCOC(=O)c1cnc(Nc2nc3ccccc3o2)nc1CN1CCN(C)CC1	nt	61*	-6
